# Screening results: PubChem, National Center for Advancing Translational Sciences (NCATS)
# D1 potentiator = Potentiators of Human D1 Dopamine Receptor: qHTS. D(1A) dopamine receptor (Homo sapiens), P21728. HEK293 TREx D1 cells, calcium flux, dopamine EC20 potentiation. potentiation, % at 10 µM. 0.036% of 360,000 active; in the data active = potentiation above about 30%; also: 0% is about no effect
# Target sequence (P21728 whole entry, looked up): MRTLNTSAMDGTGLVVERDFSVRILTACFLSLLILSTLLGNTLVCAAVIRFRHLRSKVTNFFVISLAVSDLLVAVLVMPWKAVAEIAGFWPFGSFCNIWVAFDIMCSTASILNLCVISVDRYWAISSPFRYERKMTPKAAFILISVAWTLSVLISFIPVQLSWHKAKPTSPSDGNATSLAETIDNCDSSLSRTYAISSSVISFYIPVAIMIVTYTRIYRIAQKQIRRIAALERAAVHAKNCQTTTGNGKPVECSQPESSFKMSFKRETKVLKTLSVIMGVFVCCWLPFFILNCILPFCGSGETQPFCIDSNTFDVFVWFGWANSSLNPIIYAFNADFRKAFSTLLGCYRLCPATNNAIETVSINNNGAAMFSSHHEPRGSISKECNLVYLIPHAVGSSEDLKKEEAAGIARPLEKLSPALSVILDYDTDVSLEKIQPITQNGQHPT
# Vif-APOBEC3G blk = qHTS for Inhibitors of Vif-A3G Interactions: qHTS | DNA dC->dU-editing enzyme APOBEC-3G (Homo sapiens), Q9HC16 | HeLa A3G-eYFP + Vif (tagged APOBEC3G with the HIV-1 protein that degrades it), YFP fluorescence, overnight | Potency, µM (highest dose often 46.1 µM), without a hit: at the highest dose activity, negative = active, usual class: inhibitors | 0.076% of 410,000 active | AID 602310, 2012;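 also: potency is read from the fitted curve at half-maximal effect; % is scaled to controls: 0 for no effect and ±100 for the full control effect; nearly all actives have a fitted effect of over 60% in size; hits raise eYFP signal because A3G escapes Vif-driven loss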
#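 Read-out is eYFP fluorescence (Ex 488/Em 500-530) from Vif-expressing HeLa A3G-eYFP cells; more signal means A3G escaped Vif-mediated degradation. Cells plated overnight, compound pinned in, incubated overnight at 37 deg C.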
# GRP78 ERSR act = qHTS for Inducers of the Endoplasmic Reticulum Stress Response (ERSR) in Human Glioma: qHTS; 0.02% of 420,000 active; U87-MG GRP78 promoter luciferase reporter, 16 h; Potency, µM, for the others: at the top dose activation, hits mostly activators; AID 602332, 2012; also: potency is read from the fitted curve at half-maximal effect; series mostly up to about 76 µM; % of control where 0% means no effect; nearly all actives have a fitted effect of over 35% in size
#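 Stably transfected U87-MG human glioma cells carrying a GRP78-based luminescent sensor were seeded at 1000 cells/well, pin-dosed with compounds and incubated 16 h. Luciferase reagent was then added, and end-point luminescence was read after 10 min at room temperature.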
# D2 potentiator = HTS Assay for Positive Allosteric Modulators of the Human D2 Dopamine Receptor: Primary Screen for Potentiators; D(2) dopamine receptor (Homo sapiens), P14416; HEK293 T-REx D2, calcium flux, EC20 dopamine potentiation; potentiation, % at 10 µM; 0.34% of 340,000 active; AID 485347, 2010;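 active = potentiation over 3 SD above the plate norm, cut at about 30% in these data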; also: 0% is about no effect
# Target sequence (P14416 whole entry, looked up): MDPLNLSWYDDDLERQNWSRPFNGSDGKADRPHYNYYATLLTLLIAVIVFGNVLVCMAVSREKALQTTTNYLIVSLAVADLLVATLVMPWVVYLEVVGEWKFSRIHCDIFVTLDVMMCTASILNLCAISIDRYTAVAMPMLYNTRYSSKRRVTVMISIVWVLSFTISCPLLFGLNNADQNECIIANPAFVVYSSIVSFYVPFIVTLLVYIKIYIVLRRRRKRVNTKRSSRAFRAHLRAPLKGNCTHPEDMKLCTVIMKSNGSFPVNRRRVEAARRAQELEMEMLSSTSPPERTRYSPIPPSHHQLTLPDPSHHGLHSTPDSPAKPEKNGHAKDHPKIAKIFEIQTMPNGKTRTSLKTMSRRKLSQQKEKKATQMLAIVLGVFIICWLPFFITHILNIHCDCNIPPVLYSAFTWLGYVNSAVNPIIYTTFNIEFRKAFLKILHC
#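 Potentiation of an EC20 dopamine calcium response measured kinetically over 180 s, after a preceding 180 s compound-only read flagging agonists. Cells: inducible Hek293 Trex D2 line, 4000/well, cultured overnight at 30 C before dye loading.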
# RXFP1 ag = qHTS Assay for Agonists of the Relaxin Receptor RXFP1. Relaxin receptor 1 (Homo sapiens), Q9HBX9. HEK293T-RXFP1 cAMP TR-FRET, 30 min; response scale: percent of porcine relaxin response, buffer zero. Potency, µM (highest dose often 57.5 µM), for the others: top-dose activation, usual class: activators. 0.3% of 370,000 active. AID 2676, 2010; also: potency is read from the fitted curve at half-maximal effect; % is scaled to controls: 0 for no effect and ±100 for the full control effect; nearly all actives have a fitted effect of over 60% in size; many of its hits are not listed in these tables
#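 HEK293 cells stably expressing RXFP1, treated 30 min at 37C with compounds plus PDE4 inhibitor Ro 20174; cAMP measured by HTRF TR-FRET. Normalized to buffer and 29 nM porcine relaxin; EC50 by Hill fit.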
# Vif-A3F inh = qHTS for Inhibitors of Vif-A3F Interactions: qHTS. HeLa A3F-eYFP + Vif (tagged APOBEC3F with the HIV-1 protein that degrades it), YFP fluorescence increase. 0.2% of 390,000 active. Potency, µM (doses to about 46.1 µM), inactives show at the top dose activity, negative = active; also: potency is read from the fitted curve at half-maximal effect; % of control where 0% means no effect; nearly all actives have a fitted effect of over 65% in size
#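 Fluorescence increase (Ex 488/Em 500-530) after overnight compound treatment at 37 deg C flags inhibition of Vif-driven A3F-eYFP loss in stable HeLa A3F-eYFP/Vif cells seeded overnight beforehand.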
# D1 ag = Allosteric Agonists of the Human D1 Dopamine Receptor: qHTS. HEK293 T-REx D1 cells, calcium flux, agonist mode. D(1A) dopamine receptor (Homo sapiens), P21728. AID 504660, 2011. activation, % at 2 µM. 1% of 360,000 active; in the data active = activation above about 30%; also: 0% is about no effect
#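 Agonism was scored from calcium flux recorded over 180 s (1 read/s) after pintool compound addition, following a 10-cycle baseline. Cells were inducible force-coupled HEK293 TREx D1, plated overnight at 30 C and loaded with no-wash calcium dye.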
# D1 antagonist = Antagonist of Human D 1 Dopamine Receptor: qHTS; HEK293 TREx D1 cells, calcium flux, dopamine EC80; active compounds read low; D(1A) dopamine receptor (Homo sapiens), P21728; 3.2% of 360,000 active; activity change, negative = inhibition, % at 10 µM; in the data active = activity change below about -30%; also: % is scaled to controls: 0 for no effect and ±100 for the full control effect
#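 After overnight tetracycline induction at 30 C, force-coupled D1 HEK293 cells took up a no-wash calcium dye at room temperature. Compounds were added and monitored 180 s, and the response to EC80 dopamine was then recorded.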
# RXFP1 antag = qHTS Assay for Antagonists of the Relaxin Receptor RXFP1. Relaxin receptor 1 (Homo sapiens), Q9HBX9. HEK293-RXFP1, relaxin-stimulated cAMP HTRF, 30 min; active compounds read low. activity change, negative = inhibition, % at 57.5 µM. 0.59% of 350,000 active;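 active = activity change of -60% or lower, but not beyond a set lower limit; inconclusive = change between -60% and -40%, or beyond the set limit; inactive = change above -40%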; also: % is scaled to controls: 0 for no effect and ±100 for the full control effect
# * = called active by the depositor; ? = inconclusive; . = no result given; & = joins results of further samples. Unless noted, calls follow the shape of the dose curve; as a rule, active = well fitted curve in the direction sought with a large enough effect; inconclusive = small, poorly fitted or top-dose-only effect, or another doubt; inactive = no such curve, though single readings can be large; an effect the other way counts as inactive or inconclusive. An excerpt, so the mix of outcomes need not match the whole.
SMILES,D1 potentiator,Vif-APOBEC3G blk,GRP78 ERSR act,D2 potentiator,RXFP1 ag,Vif-A3F inh,D1 ag,D1 antagonist,RXFP1 antag
Cn1ncc2c(Nc3cccc(Cl)c3)nc(Nc3cccc(Cl)c3)nc21,-4,-6%,-13%,-2,2.5%,15%,4,-9,-5
Cc1ccc(C(=O)NCC(=O)N2CCCC(C(F)(F)F)C2)s1 (centres undefined),9,-1%,0%,20,0.0%,1%,-1,22,0
Clc1cnc(N/N=C/c2cccs2)c(Cl)c1,-5,-2%,0%,-13,0.1%,1%,0,-6,-14
COc1ccc(-c2noc(CNC(=O)CCCN3C(=O)[C@H]4CC=CC[C@H]4C3=O)n2)cc1,-4,0%,-6%,-9,0.0%,5%,5,19,-9
COc1ccc(CNC(=O)c2cc3c(=O)oc4ccc(C)cc4c3s2)c(OC)c1,0,-3%,-2%,-3,?,-4%,2,4,.
Cc1onc(-c2ccccc2)c1C(=O)NC(C)c1ccccc1 (centres undefined),.,8%,-5%,.,.,9%,.,.,-14
O=C(Cn1c(=O)oc2cc(S(=O)(=O)NCc3ccccc3)ccc21)Nc1ccc(F)c(Cl)c1,1,0%,0%,7,0.9%,-16%,5,7,-16
CCCOc1cccc(C(=O)NCCNC(=O)c2cnccn2)c1,-2,3%,-3%,.,7.7%,8%,4,-7,-4
O=C(Nc1nnc(S(=O)(=O)N2CCCc3ccccc32)s1)c1ccccc1Cl,2,-1%,1%,7,-0.8%,-19%,0,5,-31
CC(C(=O)O)c1ccc2c(c1)[nH]c1ccc(Cl)cc12 (centres undefined),-2,-2%,-1%&0%,-7,0.9%,10%,2,1,-37
CC(=O)Nc1cccc(OCC(=O)NCCC2=CCCCC2)c1,-10,0%,-2%,-9,1.3%,-1%,1,-21,-7
CC(C)(C)OC(=O)N1CCC(c2c(C(=O)N3CCN(c4ncccn4)CC3)cnn2-c2ccccc2)CC1,0,7%,-1%,-12,5.3%,-2%,4,5,-11
CN(C)c1ccc(NC(=O)Nc2ccc3c(c2)nnn3C)cc1,-13,-1%,-1%,-12,-2.0%,-12%,3,6,-6
CCN(CC(=O)NC1CCCC1)S(=O)(=O)c1ccc(F)cc1,3,0%,-5%,11,2.8%,2%,2,5,0
O=C(NCCCO)/C(=C/c1ccc(-c2cccc([N+](=O)[O-])c2)o1)NC(=O)c1ccccc1,7,-1%,-5%,0,-0.2%,2%,2,-5,15
O=C(CN1c2ccccc2Sc2ccccc21)N/N=C/c1ccc([N+](=O)[O-])cc1,6,0%,-4%,3,0.0%,10%,0,-6,-12
Nc1nnc(Cc2ccc(F)cc2)s1,-3,-4%,-4%,0,0.0%,-2%,3,-9,1
COc1ccc(NC(=O)CSc2nnc(Cc3ccc(C)cc3)c(=O)n2N)cc1,1,-5%,-4%,-5,-0.7%,-6%,0,-3,-12
O=C(COC(=O)C1CC(=O)N(Cc2ccccc2)C1)Nc1ccc2c(c1)OCO2 (centres undefined),0,-1%,-1%,9,0.3%,-2%,4,53,-3
O=C(CN1C(=O)C2CC=CCC2C1=O)Nc1nnc(C2CC2)s1 (centres undefined),4,1%,-3%,1,0.4%,7%,0,21,-7
COc1cccc(OCc2cc(C(=O)N3CCN(C(C)=O)CC3)no2)c1,10,4%,2%,8,-1.0%,-1%,4,16,7
C/C(=N\NC(=O)c1ccc(Cl)cc1)c1ccc2[nH]ccc2c1,-8,-6%,5%,-17,1.2%,-4%,1,16,-5
CC1(c2nnc(-c3ccc(F)cc3)o2)CC(c2ccc(F)cc2)=NO1 (centres undefined),1,1%,-4%,.,-13%,1%,4,-9,.
CCN(CC(=O)NCCc1ccccc1)S(=O)(=O)c1ccc(Br)cc1,-1,-1%,-1%,-4,-0.3%,-4%,6,-37*,-5
NC(=O)CC(NC(=O)Cc1cccc2ccccc12)c1ccc(NCC2CC2)c([N+](=O)[O-])c1 (centres undefined),4,0%,-2%,2,0.9%,4%,4,-3,.

# New compounds follow
SMILES,D1 potentiator,Vif-APOBEC3G blk,GRP78 ERSR act,D2 potentiator,RXFP1 ag,Vif-A3F inh,D1 ag,D1 antagonist,RXFP1 antag
CCOC(=O)C1=C(C)OC(N)=C(C#N)C1c1ccc(C)o1 (centres undefined),-6,?,-2%,4,2.3%,-7%,1,10,-10
OC1CCN(C(=S)Nc2ccc(Oc3ccccc3)cc2)CC1,5,0%,2%,11,0.8%,0%,2,-15,5
CCCCCCCN1N=C(C)C(C(=O)c2ccccc2)C1=O (centres undefined),-4,0%,-3%,14,-0.6%,-9%,10,-3,-26
CCOc1ccccc1C(=O)Nc1ccc2c(c1)C(=O)NC2=O,-3,2%,-3%,-2,5.7%,-8%,1,-3,-3
COc1ccc(-n2c(SC)nc(O)cc2=O)cc1,-2,3%,-3%,-9,1.4%,-6%,1,-9,2
COc1ccc(N(CC(=O)Nc2cc(C)ccc2OC)S(=O)(=O)c2c(C)noc2C)cc1,6,-25%,-1%,-7,2.8%,-4%,1,8,-15
CN(c1ccc(OC(=O)CC2OC(=O)c3ccccc32)cc1)S(=O)(=O)c1ccccc1 (centres undefined),.,1%,-1%,11,-0.8%,3%,24,-25,-6
COc1ccc(C(=O)N2CCN(Cc3cc(OC)ccc3OC)CC2)cc1,-8,2%,-1%,-25,-0.7%,-1%,1,-13,-2
O=C(Nc1cccc(Cl)c1N1CCOCC1)c1cc([N+](=O)[O-])ccc1N1CCOCC1,-1,7%,-5%,2,-0.7%,-2%,1,21,-2
O=C(COC(=O)c1cccc(S(=O)(=O)N2CCCC2)c1)Nc1ccccc1,-4,0%,-5%,.,0.5%,-10%,3,-13,-5
C/C(=N\NC(=O)COc1ccc(C(C)(C)C)cc1)c1ccc(-n2ccnc2)cc1,-5,-16%,6%,22,-1.7%,0%,1,-6,0
COc1ccc(OC)c(N(C)S(=O)(=O)c2cc3c(cc2C)NC(=O)CO3)c1,5,0%,-5%,7,4.1%,0%,4,-11,4
CC1=NNC(=O)C1Cc1ccccc1 (centres undefined),.,0%,2%,.,.,-18%,.,.,7
N#Cc1ccc(OCC(O)CS(=O)(=O)c2ccccc2)cc1 (centres undefined),-4,-2%,-3%,13,3.1%,5%,4,-8,-1
O=CN1CCN(C(=O)c2ccccc2F)CC1,-2,-2%,0%,-4,2.9%,0%,2,0,10
Cc1cccc(-n2c(CCN3C(=O)c4ccccc4C3=O)nc3ccccc3c2=O)n1,0,-5%,-3%,11,-0.4%,-22%,0,1,-2
C#CC(C)OCC1CNC(=S)O1 (centres undefined),.,1%,-4%,.,.,-2%,.,.,-1
Cc1ccc(Cc2cnc(NC(=O)c3cccs3)s2)cc1,1,-2%,-4%,10,-0.2%,1%,5,10,-5
COc1ccc(N2C(=O)CC(SCCc3nc4ccccc4[nH]3)C2=O)cc1 (centres undefined),4,0%,2%,-5,1.1%,-2%,0,0,-7
CCOC(=O)C1CCN(Cc2ccc(O)c3ncccc23)CC1,-1,-13%,-1%,3,-0.1%,-4%,0,-42*,10
COc1ccc(Oc2nnc(C)c3ccccc23)cc1,0,-3%,4%,-1,9.8%,.,2,-12,-3
O=c1cc(O)nc(SC23CC4CC(CC(C4)C2)C3)[nH]1,-3,0%,-5%,8,0.3%,0%,0,2,-12
CC(=O)N1CCc2cc(S(=O)(=O)NC(CC(C)C)C(=O)NCCc3ccc(C)cc3)ccc21 (centres undefined),0,-3%,-4%,19,7.4%,-8%,5,11,-9
CCOC(=O)C1CCN(C(=O)CCNS(=O)(=O)c2ccc(C)cc2)CC1,-4,-2%,-1%,5,0.9%,2%,1,-21,-7
O=C(CSC1=NS(=O)(=O)c2cc(F)ccc2N1)Nc1ccc(F)cc1,-3,-1%,1%,1,-0.8%,0%,2,-11,13

# Additional compounds
SMILES,D1 potentiator,Vif-APOBEC3G blk,GRP78 ERSR act,D2 potentiator,RXFP1 ag,Vif-A3F inh,D1 ag,D1 antagonist,RXFP1 antag
CN1C(=O)CCS(=O)(=O)C1c1ccc(Cl)c(Cl)c1 (centres undefined),.,-4%,-4%,.,.,0%,.,.,1
Cc1nn(Cc2ccccc2)c(Cl)c1/C=C/C(=O)OCC(=O)N1CCCC1=O,-4,1%,-4%,8,1.5%,-2%,7,-7,-19
CCOC(=O)C1CCN(C(=O)CNC(=O)c2nn(-c3ccc(OC)c(Cl)c3)c(=O)c3ccccc23)CC1,2,0%,5%,13,2.3%,8%,0,23,-4
NC(=O)c1cc(Br)cc2c3c([nH]c12)CCCC3,5,-24%,-3%,0,0.8%,-19%,2,13,-6
Cc1ccc(-c2cc(C(=O)NN)n[nH]2)o1,-2,-1%,0%,-11,0.9%,7%,1,4,-12
Cc1ccc(NC(=O)Cn2nnc(C(=O)NCCc3ccccc3)c2N)c(C)c1,-8,1%,1%,-12,-0.6%,4%,3,-3,21
O=[N+]([O-])c1cccc2nc(-c3ccccc3)c(-c3ccccc3)nc12,-4,0%,-3%,-6,2.9%,-12%,5,5,-22
Cc1onc(-c2c(Cl)cccc2Cl)c1COC(=O)c1ccc([N+](=O)[O-])cc1,1,0%,-3%,-7,0.7%,-11%,2,-27,-15
CC(C)(C)NC(=O)CSc1nc(N)cc(=O)[nH]1,-4,-7%,-3%,0,-0.3%,17%,3,7,-1

# Some of the entries above in a different format:
smiles	D1 potentiator	Vif-APOBEC3G blk	GRP78 ERSR act	D2 potentiator	RXFP1 ag	Vif-A3F inh	D1 ag	D1 antagonist	RXFP1 antag
O=[N+]([O-])c1cccc2nc(-c3ccccc3)c(-c3ccccc3)nc12	-4	0%	-3%	-6	2.9%	-12%	5	5	-22
Cc1onc(-c2c(Cl)cccc2Cl)c1COC(=O)c1ccc([N+](=O)[O-])cc1	1	0%	-3%	-7	0.7%	-11%	2	-27	-15
